Compound activity deposited in PubChem by several laboratories.
AHR act = human AHR activation; AHR-responsive luciferase reporter cells, luminescence; 320,000 compounds, 2.5% hits; activation, % at 5 µM; in the data active means activation above about 47%;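 further: 0% = vehicle wells and 100% = reference agonist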
LAP4-GFP MLPCN = alters LAP4-GFP fluorescence in TOR pathway yeast screen; GFP response vs DMSO, % at 10 µM; AID 2023; S. cerevisiae LAP4-GFP multiplex, flow cytometry GFP, 3 h; median GFP as percent of DMSO wells; 320,000 compounds, 0.34% hits;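 active means GFP response vs DMSO above a set limit, about the screen mean plus 3 SD, cut at about 150% in these data; inconclusive means under 70 cell events counted for the yeast strain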
RPL19A TOR yeast = alters RPL19A-GFP fluorescence in TOR pathway yeast screen | S. cerevisiae RPL19A-GFP strain, flow cytometry, 3 h; active compounds read low | 330,000 compounds, 0.3% hits | percent response vs DMSO, % at 10 µM;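 active means percent response vs DMSO below 50%; inconclusive means fewer than 70 events counted for the yeast strain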;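 further: median channel GFP fluorescence of the barcoded RPL19A-GFP strain; ratio of sample median GFP to plate DMSO average so 100% = DMSO; lower means less RPL19A-GFP as with rapamycin TOR inhibition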
CIT2 TOR yeast = alters CIT2-GFP fluorescence in TOR pathway yeast screen. 320,000 compounds, 0.065% hits. GFP response vs DMSO, % at 10 µM. S. cerevisiae CIT2-GFP strain, flow cytometry, 3 h; 100 means same as DMSO wells;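 active means GFP response relative to DMSO above a set limit, near the screen mean plus 3 SD, cut at about 150% in these data; inconclusive means Fewer than 70 cells measured for a yeast strain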;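 further: ratio of well median GFP fluorescence to mean of DMSO wells on the plate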
proCasp7 act = counter-screen: procaspase-7 (human) activation; P55210; recombinant procaspase-7, Ac-DEVD-pNA absorbance 405 nm; D23A/D198A/D206A triple mutant, cannot self-cleave; scale: DMSO 0, 5 µM enzyme 100; activation, % at 8.5 µM; 330,000 compounds, 0.093% hits;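 active means percent activation above the screen-wide mean plus 3 SD, cut at about 25% in these data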
Target sequence (P55210 whole entry D23A/D198A/D206A): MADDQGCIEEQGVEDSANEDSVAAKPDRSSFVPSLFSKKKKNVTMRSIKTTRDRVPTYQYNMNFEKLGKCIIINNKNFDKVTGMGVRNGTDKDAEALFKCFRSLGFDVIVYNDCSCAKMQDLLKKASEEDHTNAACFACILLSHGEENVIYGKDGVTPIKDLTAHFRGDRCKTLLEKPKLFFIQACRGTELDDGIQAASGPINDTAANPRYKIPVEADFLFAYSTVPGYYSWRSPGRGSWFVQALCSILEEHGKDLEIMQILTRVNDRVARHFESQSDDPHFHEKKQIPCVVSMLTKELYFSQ
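Material: Procaspase-7 triple mutant (PC-7 D3A) | Quantity: 2 µM procaspase-7 mutant as dispensed | Reagent: DEVD-pNA substrate | Times: 1 h preincubation, 2 h reaction | Technique: 405 nm absorbance of p-nitroaniline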
proCasp3 act = activators of human procaspase-3; P42574; recombinant procaspase-3 D3A, Ac-DEVD-pNA absorbance 405 nm; activation, % at 8.5 µM; 330,000 compounds, 0.11% hits; AID 463141;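 active means activation above the mean of all tested compounds plus 3 SD, cut at about 21% in these data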;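 further: 0% = DMSO alone and 100% = DMSO wells spiked with extra 5 µM PC-3 D3A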
Target sequence (P42574 whole entry D9A/D28A/D175A): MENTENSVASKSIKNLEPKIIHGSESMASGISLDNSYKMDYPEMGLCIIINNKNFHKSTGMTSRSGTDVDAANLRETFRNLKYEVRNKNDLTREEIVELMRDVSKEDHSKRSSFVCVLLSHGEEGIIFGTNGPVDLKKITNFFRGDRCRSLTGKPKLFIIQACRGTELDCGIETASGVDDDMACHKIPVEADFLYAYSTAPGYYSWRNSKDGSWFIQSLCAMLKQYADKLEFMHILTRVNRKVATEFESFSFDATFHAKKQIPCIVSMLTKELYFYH
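Test system: Procaspase-3 D3A mutant, all three cleavage aspartates alanine | Dosing: Single dose, 8.5 µM nominal compound, 0.8% DMSO | Schedule: 1 h preincubation, 2 h reaction | Technique: 405 nm absorbance of p-nitroaniline, reads at 0 and 120 min | Repeats: One well per compound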
MEP2 TOR yeast = alters MEP2-GFP fluorescence in TOR pathway yeast screen; 330,000 compounds, 0.51% hits; GFP response vs DMSO, % at 10 µM; AID 2016; S. cerevisiae MEP2-GFP strain, flow cytometry GFP, 3 h; 100% = DMSO control level;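 active means GFP response versus DMSO above a set limit, roughly screen mean plus 3 SD, cut at about 180% in these data; inconclusive means fewer than 70 cells counted for a yeast strain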;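 further: median GFP fluorescence of the barcode-gated MEP2-GFP cells per well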
AGP1-GFP MLPCN = alters AGP1-GFP fluorescence in TOR pathway yeast screen; S. cerevisiae AGP1-GFP multiplex flow cytometry, 3 h; GFP as percent of DMSO wells; GFP response vs DMSO, % at 10 µM; 320,000 compounds, 0.02% hits;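 active means GFP response relative to DMSO above a set limit, near screen average plus 3 SD, cut at about 150% in these data; inconclusive means fewer than 70 cells counted for the yeast strain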;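 further: median GFP channel fluorescence of the gated AGP1 strain per well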
* = called active by the depositor; u = inconclusive; x = no result given; [ ] = remark or other dose. Not a hit list (roughly 3.5% active in at least one column).

SMILES,AHR act,LAP4-GFP MLPCN,RPL19A TOR yeast,CIT2 TOR yeast,proCasp7 act,proCasp3 act,MEP2 TOR yeast,AGP1-GFP MLPCN
Fc1ccc(N2CCN(Cc3cn[nH]c3-c3ccccc3)CC2)cc1,0,108,104,104,-2,0,105,109
COc1ccc(/C=C2\N=C(c3ccccc3)NNC2=O)cc1,13,116,99,101,-2,-3,95,110
COc1ccc(/C=N/Nc2ncnc3c2[nH]c2ccccc23)c(OC)c1OC,72*,98,105,114,4,-6,109,110
O=C1Nc2ccccc2/C1=C/c1ccccc1F,94*,122,98,77,2,9,93,87
Nc1cc(N)nc(SCCc2ccccc2)n1,-3,90,104,109,6,-2,107,103
CC(C)(C)NC(=O)CN(Cc1ccc2c(c1)OCO2)C(=O)CCC(=O)Nc1nccs1,1,101,102,108,-4,8,100,105
CSCCC(NC(=O)C1CCC(C)CC1)C(=O)NCCN1CCOCC1 (configuration not stated),4,107,101,97,-4,-4,102,98
Cc1ccc(-n2nnnc2SCC(=O)NC(=O)Nc2ccc3c(c2)OCCO3)cc1,8,98,92,92,-3,5,92,96
COc1ccccc1NC(=O)c1nn(-c2ccc(OC(F)(F)F)cc2)ccc1=O,17,97,99,97,8,1,102,104
CC(=O)c1sc(NC(=O)COc2ccc(Cl)cc2C)nc1C,5,104,106,105,0,-1,103,109
CC(=O)N1CCC(N2CCN(c3ccccc3F)CC2)CC1,-3,100,98,90,-6,5,93,94
O=C(Nc1ccccc1C(=O)NCCc1ccccc1)c1ccco1,110*,108,101,95,-1,4,108,104
CSc1ccc(-c2sc(Nc3ccccc3)n[n+]2-c2ccccc2)cc1,65*,113,97,70,-27,-12,97,79
CSc1ncc(Cl)c(C(=O)Nc2ccc(NC(C)=O)cc2)n1,-5,102,98,103,8,4,96,99
Cc1onc(-c2c(F)cccc2Cl)c1C(=O)N=C(N)N1CC(C)OC(C)C1 (configuration not stated),12,106,100,94,8,4,99,107
COc1cccc(C2=CC(=O)CC(C)(C)C2)c1OC,0,107,96,101,7,0,108,93
COc1cccc(NC(=O)CN(C)C(=O)c2c(-c3c(F)cccc3Cl)noc2C)c1,5,101,100,99,1,2,100,100
Cc1ccccc1C(=O)OCC(=O)NCc1ccco1,1,93,99,99,1,6,101,99
CCOc1ccc(S(=O)(=O)N(C)c2ccc(OCC(=O)N3c4ccc(C)cc4C4CN(C)CCC43)cc2)cc1 (configuration not stated),3,95,89,97,2,8,97,91
O=C(CCN1C(=O)c2ccccc2C1=O)OCn1nnc2ccccc2c1=O,1,98,102,99,-7,6,101,97
COc1ncccc1C(=O)N1CCCC(N2CCN(c3ccc(F)cc3)CC2)C1 (configuration not stated),10,84,103,102,4,-1,101,93
CCN(CC)S(=O)(=O)c1ccc(C(=O)NNC2=NS(=O)(=O)c3ccccc32)cc1,2,93,105,106,-1,-8,107,101
CSCCC(NC(=O)c1ccc(Cl)cc1)C(=O)OCC(C)=O (configuration not stated),0,105,94,87,8,5,85,103
CCCC(=O)Nc1nc2c(C)c(Cl)ccc2s1,25,114,99,94,-2,0,105,98
CC(CN1CCN(C)CC1)OC(=O)c1ccccc1Cl (configuration not stated),5,103,99,93,-7,-1,110,96
CCOc1ccc2nc(N3CCC(C(=O)Nc4nnc(CC)s4)CC3)sc2c1,13,91,101,91,10,4,91,100
COc1ccc(C(=O)Nc2c3c(nn2C(C)(C)C)CS(=O)(=O)C3)cc1OC,3,83,100,101,0,3,84,94
CCOc1cc(C)c(Cl)cc1S(=O)(=O)NCc1ccco1,-1,102,102,102,7,8,105,112
COC(=O)CNC(=O)COC(=O)/C=C/c1ccc2ccccc2n1,-1,110,106,102,0,9,106,113
O=C(CSCc1cccc(Br)c1)N1CCOCC1,3,110,102,96,-13,4,104,105
O=c1c(-c2cccc(Cl)c2)c[nH]n1-c1ccccc1,5,58[may fluoresce violet],55[may fluoresce violet],u,8,-2,193*[may fluoresce violet],u
CCCS(=O)(=O)N1CCC(C(=O)N2CCCC2)CC1,-1,89,94,87,4,3,98,93
CC1(NC(=O)C2CCCCC2)CCS(=O)(=O)C1 (configuration not stated),0,103,101,102,10,9,95,106
CC(C)(C)CN1CCN(CCCc2ccccc2)C(CCO)C1 (configuration not stated),4,81,93,96,6,-2,96,90
O=C(NC1CC1)C1=C[C@@H](c2ccc(Br)cc2)C[C@@H](OCc2ccc(CO)cc2)O1,14,105,99,80,4,7,100,89
Cc1c(CNC(=O)c2nn3c(c2Cl)NC(c2ccccc2)CC3C(F)(F)F)cnn1C (configuration not stated),0,107,96,96,6,2,96,100

Structures above with a furan ring, fused or not:
SMILES,AHR act,LAP4-GFP MLPCN,RPL19A TOR yeast,CIT2 TOR yeast,proCasp7 act,proCasp3 act,MEP2 TOR yeast,AGP1-GFP MLPCN
O=C(Nc1ccccc1C(=O)NCCc1ccccc1)c1ccco1,110*,108,101,95,-1,4,108,104
Cc1ccccc1C(=O)OCC(=O)NCc1ccco1,1,93,99,99,1,6,101,99
CCOc1cc(C)c(Cl)cc1S(=O)(=O)NCc1ccco1,-1,102,102,102,7,8,105,112

More records
SMILES,AHR act,LAP4-GFP MLPCN,RPL19A TOR yeast,CIT2 TOR yeast,proCasp7 act,proCasp3 act,MEP2 TOR yeast,AGP1-GFP MLPCN
COc1ccc(CCC(=O)OCC(=O)c2c(N)n(CC(C)C)c(=O)n(C)c2=O)cc1,-1,90,105,106,-5,-2,106,98
O=C(CSc1nnnn1-c1cccc(Cl)c1)Nc1ccc2c(c1)CCC2,13,88,109,93,-1,0,74,103
O=C(O)CCC(=O)NNC(=O)CCC(=O)NCc1ccccc1,-2,90,93,92,5,-4,100,92
CCC(C)(C)NC(=O)CN(Cc1cccs1)C(=O)CNS(=O)(=O)c1ccc(C)cc1,-1,102,99,100,11,3,97,106
CC(OC(=O)c1ccccc1O)C(=O)Nc1ccc(Cl)cn1 (configuration not stated),7,110,101,101,-1,7,107,107
COc1ccc(NC(=O)C(c2ccc(C)cc2)N(C)C(=O)c2cnccn2)cc1 (configuration not stated),1,98,95,95,-1,4,88,95
O=S1(=O)N=C(N(CCO)/N=C/c2ccccc2F)c2ccccc21,12,94,101,103,4,7,102,99
O=c1cc(-c2ccccc2)[nH]n1-c1ccc([N+](=O)[O-])cc1,-1,112,98,98,-13,5,108,98
COc1ccccc1NC(=O)c1ccc(S(=O)(=O)N(C)c2ccccc2OC)cc1,0,102,97,102,-4,0,97,99
Cc1ccc(NC(=O)COc2cccc3c2OC(C)(C)C3)c(O)c1,36,109,100,95,9,0,101,98
O=C(Cc1ccccc1)Nc1ccc(NC(=O)c2ccccc2)c(Cl)c1,x,105,108,101,x,x,105,108
C#Cc1ccc([C@H]2C=C(C(=O)N3CCN(Cc4ccc5c(c4)OCO5)CC3)O[C@@H](OCc3ccc(CO)cc3)C2)cc1,6,113,108,118,-10,1,92,103
O=C(NCc1ccc(Cl)cc1)N1CCOCC1,2,94,106,102,8,2,103,99
CC(C(=O)Nc1ccc(C#N)cc1)N1CCN(C(=O)C2CC2)CC1 (configuration not stated),1,103,100,96,6,9,104,107
COc1ccccc1C1(O)CCN(C(=O)c2cccs2)CC1,2,101,101,94,2,-4,110,96
CC(C)CC(COCc1cccc(Cl)c1)N1CCN(C(=O)c2ccc(C(F)(F)F)cc2)CCC1=O (configuration not stated),1,117,103,81,-11,1,97,90
CCCC(c1nnnn1Cc1ccc(OC)cc1)N1CCN(c2ccccc2OC)CC1 (configuration not stated),4,94,100,100,2,-3,104,101
CC[C@@]1(C(=O)OC)N[C@H](CN(C)C(C)=O)[C@@H]2C(=O)N(C)C(=O)[C@@H]21,0,118,108,98,1,9,103,116
Cc1ccc(OC(C)C(=O)Nc2ccccc2C(=O)NCc2cccnc2)cc1C (configuration not stated),-5,104,105,93,0,-6,107,102
COC(=O)c1c(-c2ccco2)csc1NC(=O)C1CC=CCC1C(=O)O (configuration not stated),4,112,108,113,6,5,109,108
O=[N+]([O-])C(/C=C(/Cl)[N+](=O)[O-])=C(N1CCCCC1)N1CCCCC1,2,113,101,105,-4,3,99,106
CN(Cc1nccs1)C(=O)c1ccc2nc(Cc3ccccc3F)oc2c1,23,101,104,99,1,17,99,101
O=C(NNC(=S)Nc1cccc(C(F)(F)F)c1)c1cccc(Cl)c1,41,97,102,98,-7,-1,105,93
OC(COc1ccc(CNCCc2ccc(C(F)(F)F)cc2)cc1)CN1CCCCC1 (configuration not stated),1,u,u,u,-2,0,u,u
CCc1cc(-c2n[nH]c(=S)n2CC)cs1,6,98,99,94,-7,-7,98,92
CC(CCc1ccccc1)NC(=O)C(C)OC(=O)c1ccco1 (configuration not stated),0,110,98,104,8,7,97,108
O=S(=O)(NC12CC3CC(CC(C3)C1)C2)c1ccc(F)cc1,-2,103,97,87,-2,-9,91,96
COc1cc(OC)nc(Oc2ccccc2C(=O)Oc2ccc(F)cc2Cl)n1,3,112,96,95,4,2,104,91
Cc1oc(-c2ccc(-c3ccccc3)cc2)nc1CN(CCO)C(C)C,-2,104,93,86,4,-4,97,94
Cc1cc(C#Cc2c(-c3ccccc3)n(C)c3ccccc23)ccc1F,19,102,101,98,-2,0,102,105
C[C@H](NC(=O)c1nc[nH]c1C(=O)NCC(=O)OC(C)(C)C)C(=O)OCc1ccccc1,1,129,95,65,-2,3,94,78
Cc1sc(-c2ccccn2)nc1OC(=O)c1cccc(Cl)c1Cl,7,87,98,101,-19,-8,97,97
C/C(=N\NC(=O)c1ccccc1O)c1cccc(NC(=O)c2ccccc2)c1,53*,101,107,108,-8,2,113,106
Cn1c(=O)c2c3c(sc2n2c(SCC(N)=O)nnc12)CC(C(C)(C)C)CC3 (configuration not stated),3,99,97,98,-13,0,99,99
O=C(N/N=C/c1c[nH]c2ccccc12)c1cccc(O)c1,8,85,98,111,8,-4,99,99
CCOc1ccc2c(c1)c(N=Nc1cccc(C(=O)O)c1)c(O)n2C,8,100,101,99,-8,-7,107,87
O=C(O)c1ccc2c(c1)OCCO2,4,89,90,85,11,-7,91,82
Cc1ccccc1Cn1c([N+](=O)[O-])cnc1C,0,97,101,103,10,-2,104,104
CCC(CC)C(=O)Nc1ccncc1,5,97,90,99,8,2,99,107
COc1cc([N+](=O)[O-])ccc1NC(=O)CN1CCOCC1,0,108,101,105,-7,3,111,94
CC1(C)CC(=O)C=C(Nc2ccccc2F)C1,1,100,95,90,9,0,98,102
COC(=O)c1cn(Nc2ncc(C(F)(F)F)cc2Cl)c(=O)c2ccccc12,0,103,95,98,1,6,104,98
Cc1cccc(NC(=O)c2cccc(C(=O)Nc3cccc(C)c3)n2)c1,4,x,100,x,9,-2,100,x
O=c1[nH]c2ccc(S(=O)(=O)N3CCCCC3)cc2[nH]c1=O,3,105,100,105,-1,-1,104,108
